hIAP inh = human IAP inhibition | P09923 | purified IAP, CDP-Star luminescence, 30 min | inhibition, % at 10 µM | 0.12% of 330,000 active | AID 2544;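 active = inhibition reaching a set limit with compound at 10 µM in the primary screen, cut at about 35% in these data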;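 also: plate controls were DMSO wells with enzyme for no effect and no-enzyme buffer wells for full effect; values of inactives mirror those of a sister screen read the other way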
Target sequence (P09923 whole entry, looked up): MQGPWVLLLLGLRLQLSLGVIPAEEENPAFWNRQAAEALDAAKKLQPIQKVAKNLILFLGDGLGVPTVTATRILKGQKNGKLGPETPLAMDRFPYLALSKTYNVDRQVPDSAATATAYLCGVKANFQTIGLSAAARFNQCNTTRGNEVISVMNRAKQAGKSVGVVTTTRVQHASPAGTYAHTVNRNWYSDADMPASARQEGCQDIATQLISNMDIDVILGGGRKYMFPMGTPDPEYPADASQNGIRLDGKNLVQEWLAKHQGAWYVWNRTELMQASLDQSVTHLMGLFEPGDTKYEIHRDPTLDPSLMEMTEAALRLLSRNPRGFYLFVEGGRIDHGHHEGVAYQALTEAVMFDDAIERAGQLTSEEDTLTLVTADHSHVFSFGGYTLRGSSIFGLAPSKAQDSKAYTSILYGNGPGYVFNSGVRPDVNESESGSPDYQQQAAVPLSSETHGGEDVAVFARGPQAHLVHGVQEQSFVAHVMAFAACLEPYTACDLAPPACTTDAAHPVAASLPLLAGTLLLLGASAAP
MPTP inh = blocks calcium-induced mitochondrial swelling; 1.4% of 360,000 active; AID 602449; inhibition, % at 10 µM; isolated mouse mitochondria, Ca2+ swelling absorbance, 30 min;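 active = inhibition of 50% or more, scaled per plate between neutral and stimulator controls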;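 also: 0% = DMSO wells given calcium and 100% = 1 mM EGTA wells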
APOBEC3G inh = blocks human APOBEC3G single-stranded DNA deamination | recombinant A3G, ssDNA deamination FAM/TAMRA fluorescence | inhibition, % at 20 µM | Q9HC16 | AID 493012 | 0.28% of 330,000 active;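 active = inhibition of at least 40% at 20 µM, with no more than 30% in the related APOBEC3A deaminase screen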;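 also: plate controls were DMSO wells with A3G for no effect and wells lacking A3G enzyme for full effect; some compounds called inactive have numbers as strong as hits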
beta cell repl = induces beta-cell replication in MIN6 cells. 0.29% of 330,000 active. proliferation, % at 10 µM. MIN6 cells proliferation, ATPlite luminescence, 48 h; cells starved in 0.2% serum; 100% = growth in 10% serum;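 active = compounds whose signal lies at least 3.5 SD above the mean of all wells on their plate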;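 also: 0% = DMSO-treated cells in low-serum medium and 100% = 10% serum control; some compounds called inactive have numbers as strong as hits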
mIAP act = increases mouse intestinal alkaline phosphatase activity. muIAP, CDP-Star luminescence, 30 min; hits give high values; 1 = vehicle-only enzyme signal, 0 = enzyme-free wells. AID 2805. 0.24% of 330,000 active. activation factor at 10 µM;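 active = activation factor of at least 2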; also: the source names both 10 and 20 µM as test concentration; values of inactives mirror those of a sister screen read the other way
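Assay system: mouse IAP enzyme; reagent: chemiluminescent substrate CDP-Star; dosing: test compounds delivered from DMSO solution; schedule: 30 min at room temperature; measured by: luminescence from enzymatic CDP-Star hydrolysis; controls: DMSO-only wells and no-enzyme negative control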
ATG4B inh = blocks human ATG4B protease cleavage of LC3 substrate; Q9Y4P1; ATG4B cleavage of LC3-PLA2, NBD-HPC fluorescence, 1 h; inhibition, % at 8.33 µM; 0.51% of 340,000 active; in the data active = inhibition above about 40%
Target sequence (Q9Y4P1 whole entry, looked up): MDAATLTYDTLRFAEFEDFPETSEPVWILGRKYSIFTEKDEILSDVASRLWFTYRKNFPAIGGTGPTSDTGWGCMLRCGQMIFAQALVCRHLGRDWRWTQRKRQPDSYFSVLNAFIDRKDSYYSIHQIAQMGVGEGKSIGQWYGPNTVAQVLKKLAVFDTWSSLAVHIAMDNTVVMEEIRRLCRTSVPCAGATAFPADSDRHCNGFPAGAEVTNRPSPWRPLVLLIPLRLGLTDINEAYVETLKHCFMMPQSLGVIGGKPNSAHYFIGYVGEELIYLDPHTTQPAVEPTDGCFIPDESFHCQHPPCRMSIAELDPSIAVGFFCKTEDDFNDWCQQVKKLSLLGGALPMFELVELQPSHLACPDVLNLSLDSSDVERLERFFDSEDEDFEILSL
mIAP block = blocks mouse intestinal alkaline phosphatase; purified mouse IAP, CDP-Star luminescence, 30 min; 0.2% of 330,000 active; inhibition, % at 10 µM; AID 2806;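 active = inhibition of at least 40% at 10 µM in the primary screen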;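 also: plate controls were DMSO with enzyme for no effect and no enzyme wells for full effect; values of inactives mirror those of a sister screen read the other way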
A3A deaminase = blocks human APOBEC3A ssDNA deamination. recombinant A3A, FAM/TAMRA ssDNA deamination fluorescence. 0.41% of 330,000 active. P31941. inhibition, % at 20 µM;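 active = at least 40% inhibition at 20 µM here, with at most 30% in a related deaminase screen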;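 also: plate controls were A3A with DMSO for no effect and wells lacking A3A enzyme for full effect; some results filed as inactive read as strong as hits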
hIAP act = increases human intestinal alkaline phosphatase activity; P09923; activation factor at 10 µM; 0.16% of 330,000 active; purified human IAP, CDP-Star luminescence, 30 min; hits give high values; 1 = vehicle-only enzyme, 0 = enzyme-free background;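 active = activation factor of the enzyme at least 2-fold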; also: the source names both 10 and 20 µM as test concentration; values of inactives mirror those of a sister screen read the other way
* = called active by the depositor. Compounds as they come; any-hit rate near 3.3%.

SMILES	hIAP inh	MPTP inh	APOBEC3G inh	beta cell repl	mIAP act	ATG4B inh	mIAP block	A3A deaminase	hIAP act
CCOC(=O)C1CCCN(C2=NC(=O)/C(=C/c3ccc(O)c(OCC)c3)S2)C1 (stereo not drawn)	14.0	-1.9	-9.8	1.5	0.861	-5.7	13.9	-2.7	0.86
CCOC(=O)c1c(C)[nH]c(C(=O)COC(=O)/C=C/c2ccc(OCC#N)c(OC)c2)c1C	-7.8	3.2	-4.1	-2.8	1.08	2.3	-8.1	-2.6	1.08
CCOc1ccc(N=C(NC#N)SC)cc1	24.9	-0.3	-3.8	-3.2	0.934	-4.2	6.6	1.6	0.751
O=C1CC2(CCN(C(=O)c3c(F)cccc3F)CC2)Oc2ccccc21	-5.0	-1.1	-5.8	7.3	1	4.1	-0.1	3.1	1.05
CC(=O)Nc1ccc(S(=O)(=O)Nc2nccc(/C=C/c3ccccc3F)n2)cc1	6.6	-4.0	-3.9	0.9	0.895	14.3	10.5	-0.5	0.934
O=C(COC(=O)C1(c2ccccc2F)CCCC1)NCc1cccs1	-11.0	-2.3	2.1	-3.4	1.03	-4.0	-3.4	7.5	1.11
NC(=O)C1CCN(c2nc(-c3cc4ccccc4o3)cs2)CC1	4.4	-0.1	-8.7	0.1	0.884	45.3*	11.6	-3.5	0.956
COc1ccc(Cc2nnc(N/N=C(\C)c3ccccc3)[nH]c2=O)cc1OC	-3.2	1.8	-4.4	-0.7	1.14	-2.0	-14.3	-0.5	1.03
Cc1ccccc1NC(=O)C(=O)NCC1CCCN1S(=O)(=O)c1cccs1 (stereo not drawn)	3.0	-1.2	-3.9	-2.6	1.01	-3.2	-1.2	0.7	0.97
COc1ccc(-c2csc(NCCc3nc4cc(C(=O)NCCCO)ccc4n3Cc3ccc(C)cc3)n2)cc1	-19.1	-1.1	-6.4	-0.3	0.992	-18.7	0.8	0.1	1.19
C[C@H]1CN([C@@H](C)CO)C(=O)Cc2cc(NS(C)(=O)=O)ccc2O[C@@H]1CN(C)CC1CC1	7.1	-1.5	-7.7	4.7	1.03	-3.2	-3.2	-1.3	0.929
O=C(CN1C2=NCCN2c2ccccc21)c1ccc2c(c1)OCO2	-10.7	-2.9	-3.1	-1.1	0.911	6.2	8.9	2.8	1.11
Cc1ccc(NC(=O)COC(=O)C(CC(C)C)N2C(=O)C3CC=CCC3C2=O)c(C)c1 (stereo not drawn)	1.7	-0.1	-0.4	-1.0	0.931	-7.2	6.9	-1.8	0.983
O=C(COc1ncnc2sccc12)NC1CCCc2ccccc21 (stereo not drawn)	-29.3	0.1	-3.6	0.0	0.999	3.1	0.1	1.1	1.29
CS(=O)(=O)Nc1ccccc1C(=O)NCC1(N2CCCCC2)CCCCC1	-18.4	-0.5	12.3	0.0	0.943	0.4	5.7	-4.8	1.18
Cc1c(NC(=O)CN2C(=O)NC(C)(c3ccc(OC(F)F)cc3)C2=O)c(=O)n(-c2ccccc2)n1C (stereo not drawn)	0.0	0.1	-6.7	6.6	0.979	-3.2	2.1	26.3	1
O=C(Nc1ccccc1F)NC1CC1	18.5	1.8	-4.8	1.9	0.973	-8.1	2.7	-3.7	0.815
O=C(CCCCCCCC(=O)c1ccccc1)c1ccccc1	-11.5	1.4	-3.5	-0.3	0.949	12.7	5.1	-2.2	1.11
COc1ccc(C)cc1NC(=O)c1ccoc1C	-17.6	0.6	-2.5	0.8	1.03	-2.6	-2.6	-4.0	1.18
O=C(CCNS(=O)(=O)c1ccc(Br)s1)NCc1ccc(F)cc1	-5.9	0.3	-8.9	-1.1	0.962	-1.0	3.8	-3.1	1.06
O=C(N/N=C/c1ccncc1)c1cccs1	-21.7	-0.6	-4.5	-2.8	0.995	-13.9	0.5	-1.3	1.22
O=C(/C=C/c1c(Cl)cccc1Cl)NCc1ccco1	4.1	0.1	-8.9	-1.1	1.2	27.9	-20.3	-3.7	0.959
O=C(COC(=O)c1ccc[nH]c1=O)NCCc1ccc(F)cc1	-0.2	-0.1	-5.0	2.5	1.02	0.3	-1.9	4.0	1
COC(=O)Nc1nc(-c2cc(Cl)ccc2Cl)cs1	-16.5	0.8	-7.5	-2.4	1.05	6.5	-5.5	-2.0	1.17
Cc1ccc2c(c1)NC(=O)C(N1CCOCC1)(C(F)(F)F)O2 (stereo not drawn)	-6.8	0.0	1.5	0.7	1.07	-13.2	-6.6	0.8	1.07
COc1ccc(CCNC(=O)CCSc2nc(-c3ccco3)cc(C(F)(F)F)n2)cc1OC	-29.2	-2.0	10.3	-3.8	0.982	-6.1	1.8	-3.6	1.29
CCNc1ccccc1C(=O)O	11.5	0.6	-4.9	0.3	0.967	-1.0	3.3	3.2	0.885
Cc1nn(-c2ccc(Cl)cc2)c2sc(C(=O)c3c(N)n(C)c(=O)n(C)c3=O)cc12	5.2	1.2	-3.6	0.6	1.03	-1.4	-3.3	-0.6	0.948
O=C(CCN1C(=O)C2CC=CCC2C1=O)Nc1cc(C(F)(F)F)ccc1N1CCCC1 (stereo not drawn)	-4.7	0.5	-14.3	0.7	0.951	-13.0	4.9	3.3	1.05
CC(C)CN(C(=O)COC(=O)C(C)N1C(=O)c2ccccc2C1=O)c1c(N)n(Cc2ccccc2)c(=O)[nH]c1=O (stereo not drawn)	-14.9	-1.0	-1.6	2.4	0.986	-12.6	1.4	28.7	1.15
COc1ccc(Cl)cc1NC(=S)NNC(=O)C1(C)CC1(Cl)Cl (stereo not drawn)	-65.1	18.4	-9.7	0.0	0.993	-5.2	0.7	-5.6	1.65
C=CCO/N=C(\C)c1c(O)c(C)c(-c2ccccc2)n(-c2ccccc2)c1=O	2.1	-0.5	-1.9	2.6	0.636	-13.5	36.4	-1.4	0.979
O=C(CN1C(=O)C2CC=CCC2C1=O)NCC(=O)Nc1ccc(F)c(F)c1F (stereo not drawn)	7.8	-4.8	-5.2	-2.3	0.962	-11.2	3.8	8.5	0.922
COc1cccc(/C=N/N2CCOCC2)c1O	-5.3	1.2	-1.6	-0.3	0.993	-4.2	0.7	-2.7	1.05
CC(=O)Nc1ccc(S(=O)(=O)Nc2cc(C)cn(Cc3ccccc3)c2=O)cc1	-30.8	0.5	-4.4	-1.7	1.03	-3.6	-2.8	-8.5	1.31
COC(=O)c1cc(S(=O)(=O)N2CCN(C(=O)c3ccco3)CC2)cn1C	3.0	-0.3	-5.0	-0.2	1.02	-5.7	-1.6	-1.1	0.97
COc1ccc(CNC(=O)c2cc3cccc(O)c3oc2=N)cc1	2.4	-0.8	7.9	-3.7	0.881	1.9	11.9	-1.3	0.976
COCCNC(=S)N1CCCN(c2nc3cc(C)ccc3cc2C#N)CC1	-5.9	0.1	-1.8	-2.8	1.01	-1.6	-0.9	-0.3	1.06
c1ccc(NC(c2ccccc2)c2ccncc2)cc1 (stereo not drawn)	9.4	1.6	-5.4	-0.6	1.02	2.8	-2.2	-4.7	0.906
CCn1ccc(C(=O)Nc2ccccc2Cl)n1	4.3	1.1	-3.2	-3.2	1.01	-11.5	-1.4	-3.9	0.957
CCCCn1c(CCCNC(=O)c2ccco2)nc2ccccc21	-31.1	0.2	8.0	-2.2	1.12	-6.0	-11.9	5.2	1.31
CCN1CCN(CC(=O)Nc2nc3ccccc3s2)CC1	5.0	1.4	-10.8	-0.1	1.1	-4.6	-10.2	-3.0	0.95
CCc1cccc(NC(=O)CN2C(=O)NC3(CCCCCCC3)C2=O)c1	-3.2	-0.5	-3.8	-4.2	1.07	7.5	-7.4	-2.4	1.03
O=C(O)C1CC(=O)N(c2ccc(OCc3ccccc3Cl)cc2)C1 (stereo not drawn)	7.5	-1.3	-0.7	1.4	0.947	-0.7	5.3	-0.7	0.925
Cc1cccn2c(=O)c3cc(C(=O)NCc4ccco4)c(=N)n(CCOCCO)c3nc12	21.8	6.9	58.5*	0.1	0.967	5.0	3.3	26.8	0.782
Cc1cc(C)c(CN2CCC(N3CCC(C(=O)NCC4CCCO4)CC3)CC2)cc1C (stereo not drawn)	-12.3	-1.0	-5.2	-0.3	0.888	-7.0	11.2	-3.6	1.12
CCCc1[nH]nc2c1C(c1ccc(OCCN3CCOCC3)c(OCC)c1)C(C#N)=C(N)O2 (stereo not drawn)	14.4	2.0	-5.3	0.3	0.974	-2.1	2.6	-5.1	0.856
COc1ccc(CCC(C)Nc2ccc(F)cc2)cc1 (stereo not drawn)	16.8	-1.2	-7.7	3.9	0.982	-5.5	1.8	0.4	0.832
CN(C)c1ccc(C(=O)/C=C/c2ccc(Br)cc2)cc1	0.4	2.4	0.8	-2.8	0.911	-7.7	8.9	1.3	0.996
CCOc1cccc(CN2CCC(Oc3ccc(C(=O)N4CCCC4)cc3)CC2)c1	-42.4	-1.6	-1.0	-0.2	1.03	22.3	-3.4	-0.1	1.42

Single records, from the list above.
`CCc1cccc(NC(=O)CN2C(=O)NC3(CCCCCCC3)C2=O)c1` is entered as hIAP inh: -3.2; MPTP inh: -0.5; APOBEC3G inh: -3.8; beta cell repl: -4.2; mIAP act: 1.07; ATG4B inh: 7.5; mIAP block: -7.4; A3A deaminase: -2.4; hIAP act: 1.03
`Cc1cccn2c(=O)c3cc(C(=O)NCc4ccco4)c(=N)n(CCOCCO)c3nc12` is entered as hIAP inh: 21.8; MPTP inh: 6.9; APOBEC3G inh: 58.5*; beta cell repl: 0.1; mIAP act: 0.967; ATG4B inh: 5.0; mIAP block: 3.3; A3A deaminase: 26.8; hIAP act: 0.782
`CCN1CCN(CC(=O)Nc2nc3ccccc3s2)CC1` is entered as hIAP inh: 5.0; MPTP inh: 1.4; APOBEC3G inh: -10.8; beta cell repl: -0.1; mIAP act: 1.1; ATG4B inh: -4.6; mIAP block: -10.2; A3A deaminase: -3.0; hIAP act: 0.95

(listing goes on)
SMILES	hIAP inh	MPTP inh	APOBEC3G inh	beta cell repl	mIAP act	ATG4B inh	mIAP block	A3A deaminase	hIAP act
COc1ccc(NC(=S)NCc2ccccc2)c(OC)c1	-0.3	-0.6	-4.6	1.3	0.99	-1.1	1.0	-3.1	1
Fc1ccc(-c2nnc(CSc3nnc(-c4ccc5c(c4)OCO5)o3)o2)cc1	-5.2	0.8	-2.3	-2.3	1	-16.9	-0.5	1.9	1.05
CCn1c(COc2ccccc2)nnc1SCC(=O)C(C)(C)C	9.0	1.9	-4.9	-0.6	1.06	8.8	-6.4	-4.0	0.91
COc1cc(NC(=O)C(=O)NNC(=O)C2CCCCC2)c(OC)cc1Cl	-18.4	-0.9	-1.9	0.0	0.956	-0.3	4.4	-0.9	1.18
COc1ccccc1OCC(=O)NN1Cc2ccccc2C1=N	6.7	11.5	3.7	-2.8	0.948	-4.2	5.2	0.0	0.933
Cc1ccc(NC(=O)CC2OC(=O)c3ccccc32)cc1S(=O)(=O)N1CCOCC1 (stereo not drawn)	13.6	-1.8	-7.3	4.0	1.02	-0.9	-2.0	-2.8	0.864
C[C@H](CO)N1C[C@H](C)[C@@H](CN(C)S(C)(=O)=O)Oc2ccc(NC(=O)Nc3ccccc3)cc2C1=O	-3.8	-1.3	-2.3	-3.3	1.2	-3.0	-19.5	0.8	1.04
CCN(CC)c1nc2c(c(=O)[nH]c(=O)n2C)n1Cc1ccccc1	-0.3	1.2	-3.9	1.7	0.94	2.5	6.0	-3.7	1
